Screening data deposited in PubChem by several laboratories.
Mtb FBA inh – inhibitors of M. tuberculosis fructose-bisphosphate aldolase; P9WQA3; purified M. tuberculosis FBA, fluorescence read-out; inhibition, % at 1 µM; 360,000 compounds, 2.3% hits; AID 588726; in the data active = inhibition above about 27%;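 note: 0% = vehicle and 100% = reference inhibitor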
Y pestis TopoI – inhibitors of Yersinia pestis topoisomerase I. Y. pestis Topo-I cleavage product accumulation, plate reader. activity, % at 10 µM. 360,000 compounds, 0.064% hits; in the data active = activity above about 50%, passing the limit was not always enough; note: inactives centre near 2
BioA inh – BioA (M. tuberculosis) enzyme inhibition | purified M. tuberculosis BioA enzyme, plate reader | inhibition, % at 9.99 µM | 360,000 compounds, 0.096% hits; in the data active = inhibition above about 40%
TcdB GH inh – inhibitors of Clostridioides difficile toxin B glycohydrolase; P18177; TcdB glycohydrolase enzymatic assay, plate reader; inhibition, % at 9.99 µM; 350,000 compounds, 0.24% hits; AID 652162; in the data active = inhibition above about 10%
Target sequence (P18177 whole entry, looked up): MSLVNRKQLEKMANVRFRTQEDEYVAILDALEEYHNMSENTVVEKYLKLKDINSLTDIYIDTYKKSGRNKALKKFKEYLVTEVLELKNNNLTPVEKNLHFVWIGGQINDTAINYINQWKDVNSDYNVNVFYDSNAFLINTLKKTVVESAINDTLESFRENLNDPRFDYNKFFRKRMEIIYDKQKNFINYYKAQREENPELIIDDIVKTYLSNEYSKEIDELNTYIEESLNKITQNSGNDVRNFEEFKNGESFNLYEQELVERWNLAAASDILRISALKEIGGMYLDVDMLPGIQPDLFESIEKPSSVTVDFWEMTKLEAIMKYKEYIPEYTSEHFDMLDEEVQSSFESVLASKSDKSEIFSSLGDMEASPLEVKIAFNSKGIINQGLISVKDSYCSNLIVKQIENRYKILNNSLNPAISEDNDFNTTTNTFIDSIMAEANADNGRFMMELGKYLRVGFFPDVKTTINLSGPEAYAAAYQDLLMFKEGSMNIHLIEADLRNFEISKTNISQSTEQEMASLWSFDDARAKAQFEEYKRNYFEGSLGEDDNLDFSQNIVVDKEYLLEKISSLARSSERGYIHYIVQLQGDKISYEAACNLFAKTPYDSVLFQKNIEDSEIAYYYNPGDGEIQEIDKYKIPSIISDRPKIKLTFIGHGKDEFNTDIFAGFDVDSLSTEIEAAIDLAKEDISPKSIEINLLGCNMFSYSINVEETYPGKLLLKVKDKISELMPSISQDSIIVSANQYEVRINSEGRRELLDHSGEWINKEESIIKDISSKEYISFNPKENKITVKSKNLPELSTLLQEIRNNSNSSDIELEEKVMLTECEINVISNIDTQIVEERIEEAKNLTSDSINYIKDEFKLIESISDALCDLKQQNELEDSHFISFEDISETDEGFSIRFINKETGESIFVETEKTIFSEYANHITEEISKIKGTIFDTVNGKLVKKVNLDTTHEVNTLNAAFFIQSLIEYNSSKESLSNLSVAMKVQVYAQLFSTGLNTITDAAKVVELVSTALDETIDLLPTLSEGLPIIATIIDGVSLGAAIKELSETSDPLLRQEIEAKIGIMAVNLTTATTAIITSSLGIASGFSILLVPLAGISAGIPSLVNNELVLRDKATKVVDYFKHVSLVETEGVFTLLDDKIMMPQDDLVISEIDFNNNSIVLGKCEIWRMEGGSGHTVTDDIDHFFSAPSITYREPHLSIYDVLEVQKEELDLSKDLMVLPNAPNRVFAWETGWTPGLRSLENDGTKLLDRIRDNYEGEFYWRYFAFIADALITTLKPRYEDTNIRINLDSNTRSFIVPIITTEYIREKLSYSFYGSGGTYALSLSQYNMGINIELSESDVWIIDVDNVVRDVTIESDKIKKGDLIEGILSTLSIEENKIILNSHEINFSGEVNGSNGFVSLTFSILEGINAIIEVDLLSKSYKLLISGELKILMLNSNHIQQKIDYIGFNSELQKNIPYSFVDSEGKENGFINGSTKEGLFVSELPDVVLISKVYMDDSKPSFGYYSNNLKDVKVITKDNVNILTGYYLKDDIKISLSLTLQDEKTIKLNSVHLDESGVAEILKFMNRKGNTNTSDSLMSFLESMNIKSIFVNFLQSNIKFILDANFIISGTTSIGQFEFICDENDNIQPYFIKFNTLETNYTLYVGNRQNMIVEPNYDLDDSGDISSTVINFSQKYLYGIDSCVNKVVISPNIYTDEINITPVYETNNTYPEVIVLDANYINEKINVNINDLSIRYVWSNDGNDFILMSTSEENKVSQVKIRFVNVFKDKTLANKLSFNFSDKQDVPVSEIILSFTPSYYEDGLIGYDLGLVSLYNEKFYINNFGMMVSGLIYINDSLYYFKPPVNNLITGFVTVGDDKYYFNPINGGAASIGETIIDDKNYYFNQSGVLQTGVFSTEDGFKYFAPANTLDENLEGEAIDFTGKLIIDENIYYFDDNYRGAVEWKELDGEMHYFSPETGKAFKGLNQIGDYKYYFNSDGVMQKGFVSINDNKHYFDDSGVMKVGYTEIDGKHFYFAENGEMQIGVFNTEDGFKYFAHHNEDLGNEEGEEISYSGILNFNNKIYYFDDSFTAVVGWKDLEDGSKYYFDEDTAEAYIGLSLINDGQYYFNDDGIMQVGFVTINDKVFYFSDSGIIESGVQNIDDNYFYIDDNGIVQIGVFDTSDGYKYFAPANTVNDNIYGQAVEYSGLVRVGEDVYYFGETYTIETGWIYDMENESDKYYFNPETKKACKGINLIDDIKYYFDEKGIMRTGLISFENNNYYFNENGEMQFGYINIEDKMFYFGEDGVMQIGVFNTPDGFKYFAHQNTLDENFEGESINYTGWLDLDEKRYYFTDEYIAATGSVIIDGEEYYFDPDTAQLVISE
PfHsp40 rescue – restores yeast growth despite PfHsp40 toxicity; S. cerevisiae expressing PfHsp40, growth rescue, ATP luminescence; growth rescue, % at 12.5 µM; 340,000 compounds, 0.68% hits; AID 504582; in the data active = growth rescue above about 28%, passing the limit was not always enough;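 note: yeast W303a lacking pdr1 and pdr3 grown in galactose medium; growth measured after three days at 30 °C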
Vc quorum ag – induces V. cholerae light production without autoinducers; V. cholerae BH1578 lux reporter, luminescence, 6 h; activation, % at 18.7 µM; 350,000 compounds, 0.16% hits; AID 588436; in the data active = activation mostly above about 9.7%, no sharp cut-off; note: not every result past the cut was called active; inactives centre near 0; reference of the scale not given here
FadD28 FP inh – M. tuberculosis FadD28 bisubstrate binding inhibition; FadD28 bisubstrate probe binding, fluorescence polarization; inhibition, % at 12.5 µM; 360,000 compounds, 0.22% hits; AID 588549; in the data active = inhibition above about 8.5%, passing the limit was not always enough
UGM FP inh – Mtb UDP-galactopyranose mutase inhibition | purified UGM, fluorescence polarization probe displacement | 320,000 compounds, 0.06% hits | inhibition, % at 10 µM; in the data active = inhibition above about 10%, passing the limit was not always enough
GDH-TPI inh – inhibits GDH-TPI coupling enzymes, artifact for Mtb FBA screen | 360,000 compounds, 1.2% hits | GDH-TPI coupled enzyme counterscreen, NADH absorbance | inhibition, % at 4.8 µM; in the data active = inhibition above about 30%;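 note: 0% = DMSO wells and 100% = wells lacking the enzyme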
* marks the source's active call; other numbers are inactive results.

For CCOC(=O)c1[nH]c(C)c(C(=O)Nc2cccc(Cl)c2C)c1C the results were Mtb FBA inh 1, Y pestis TopoI 7, BioA inh -9.7, PfHsp40 rescue 0.2, Vc quorum ag -0.4, FadD28 FP inh -1.7, UGM FP inh 0.4 and GDH-TPI inh -10.
Screening COc1ccc(CCNc2ccc(C(CC(N)=O)NC(=O)c3cc(C)cc(C)c3)cc2[N+](=O)[O-])cc1 (configuration not stated) returned Mtb FBA inh -1, Y pestis TopoI 15, BioA inh 0.0, TcdB GH inh 0.9, PfHsp40 rescue -0.7, Vc quorum ag -0.8, FadD28 FP inh -3.2, UGM FP inh -0.7 and GDH-TPI inh -4.
Screening O=C1CSC(c2ccccc2)N1CCc1ccccc1 (configuration not stated) returned Mtb FBA inh 0, Y pestis TopoI 9, BioA inh 0.7, TcdB GH inh 1.3, PfHsp40 rescue -0.4, Vc quorum ag -0.2, FadD28 FP inh -0.5, UGM FP inh 0.3 and GDH-TPI inh -1.
Screening CC1CC2(C)C(=CC1=O)CCC1C2C(O)CC2(C)C1CCC2(O)C(=O)CO (configuration not stated) returned Mtb FBA inh 0, Y pestis TopoI -4, BioA inh 0.7, TcdB GH inh 1.3, PfHsp40 rescue 0.6, Vc quorum ag inactive, FadD28 FP inh -4.6 and GDH-TPI inh -10.
For CCOC(=O)c1sc(S(C)=O)c2c1CCc1conc1-2 (configuration not stated) the results were Mtb FBA inh 4, Y pestis TopoI -3, BioA inh 14, TcdB GH inh -2.8, Vc quorum ag 0.1, FadD28 FP inh -0.5, UGM FP inh -3.6 and GDH-TPI inh 13.
For COc1cc(C)c(NC(=S)Nc2cccc(Cl)c2)cc1OC the results were Mtb FBA inh -1, Y pestis TopoI 1, PfHsp40 rescue 1.5, Vc quorum ag -0.1, FadD28 FP inh 1.3, UGM FP inh 1.4 and GDH-TPI inh 9.
Screening O=C1Nc2ccccc2N=C(c2ccccc2)C1N(C(=O)c1ccnc2ccccc12)c1ccccc1 (configuration not stated) returned Mtb FBA inh 1, BioA inh -0.2, TcdB GH inh 0.8 and FadD28 FP inh 1.7.
Screening CCc1ccc(NC(=O)Cn2nc(C(=O)O)c3ccccc3c2=O)cc1 returned Mtb FBA inh -1, Y pestis TopoI -3, BioA inh -0.4, TcdB GH inh -0.2, PfHsp40 rescue 0.8, Vc quorum ag -0.5, FadD28 FP inh 0.8, UGM FP inh 0.3 and GDH-TPI inh 4.
`CC(CC(=O)NCCc1ccc(F)cc1)c1ccccc1` (configuration not stated) gave Mtb FBA inh -1, Y pestis TopoI -6, BioA inh 4.6, TcdB GH inh 0.3, PfHsp40 rescue -0.1, Vc quorum ag -0.4, FadD28 FP inh -3.6, UGM FP inh -2.4 and GDH-TPI inh 14.
Cc1cc2nnc(SCC(=O)N3CCCCCC3)n2c(N)n1 was read as Mtb FBA inh 4, Y pestis TopoI -4, BioA inh 2.8, TcdB GH inh -2.0, PfHsp40 rescue 0.7, Vc quorum ag inactive, FadD28 FP inh 1.2, UGM FP inh -1.3 and GDH-TPI inh 2.
Cc1c(Cl)cccc1NC(=O)[C@@]1(CC(=O)O)CC(/C=C/c2ccccc2)=NO1 was read as Mtb FBA inh 2, Y pestis TopoI 9, BioA inh -1.2, TcdB GH inh 0.9, PfHsp40 rescue 0.0, Vc quorum ag -8.3, FadD28 FP inh 1.0, UGM FP inh 0.4 and GDH-TPI inh 4.
Screening COC(=O)N/N=C\c1cccc(OC(=O)c2cccs2)c1 returned Mtb FBA inh 0, Y pestis TopoI 6, BioA inh -0.1, TcdB GH inh 0.0, PfHsp40 rescue -0.1, Vc quorum ag -0.9, FadD28 FP inh -6.8, UGM FP inh 0.1 and GDH-TPI inh -6.
Screening C=CCNC(=S)N/N=C/c1ccc(C)cc1C returned Mtb FBA inh 0, Y pestis TopoI 0, TcdB GH inh -0.4, PfHsp40 rescue 1.0, Vc quorum ag -1.4, FadD28 FP inh -1.2, UGM FP inh -1.0 and GDH-TPI inh 5.
`COc1cccc(C(NC(=O)c2ccccc2F)NC(=O)c2ccccc2F)c1` gave Mtb FBA inh 0, Y pestis TopoI 10, PfHsp40 rescue 0.7, Vc quorum ag 0.3, FadD28 FP inh -1.4, UGM FP inh -0.8 and GDH-TPI inh -2.
For COc1ccc(CCNC(=O)c2cc3c(=O)n4ccccc4nc3n(Cc3ccco3)c2=N)cc1OC the results were Mtb FBA inh -2, Y pestis TopoI 17, BioA inh -0.6, TcdB GH inh -0.1, PfHsp40 rescue 4.1, Vc quorum ag -0.3, FadD28 FP inh -3.5, UGM FP inh -2.2 and GDH-TPI inh -3.
Screening CCOc1ccc(-n2nc(C(=O)N3CCN(CC)CC3)c3ccccc3c2=O)cc1 returned Mtb FBA inh 0, Y pestis TopoI -2, BioA inh -0.8, PfHsp40 rescue -0.6, Vc quorum ag inactive, FadD28 FP inh -0.4, UGM FP inh 4.2 and GDH-TPI inh 5.
COc1ccc(N2C(=O)/C(=C\c3ccco3)N=C2SCC(=O)N(C(C)C)C(C)C)cc1Cl was read as Mtb FBA inh 1, Y pestis TopoI 11, BioA inh -1.9, PfHsp40 rescue -0.8, Vc quorum ag -0.4, FadD28 FP inh -4.9, UGM FP inh -0.1 and GDH-TPI inh -3.
For O=Cc1c[nH]c2ccc(OCc3ccccc3)cc12 the results were Mtb FBA inh -2, Y pestis TopoI 2, BioA inh -0.1, TcdB GH inh 1.7, PfHsp40 rescue -1.8, Vc quorum ag -2.3, FadD28 FP inh -0.2, UGM FP inh 0.5 and GDH-TPI inh 1.
Screening Cc1cccc(NC(=O)CNC(=O)C(NC(=O)Cc2ccccc2)C(C)C)c1C (configuration not stated) returned Mtb FBA inh 2, Y pestis TopoI -5, BioA inh -1.0, TcdB GH inh 1.7, PfHsp40 rescue -1.8, Vc quorum ag -0.3, FadD28 FP inh 1.9, UGM FP inh -2.2 and GDH-TPI inh -7.
CCC(c1nnnn1-c1ccc2c(c1)OCCO2)N1CCC2(CC1)C(=O)NCN2c1ccccc1 (configuration not stated) was read as Mtb FBA inh -3, BioA inh 1.8, TcdB GH inh 0.7 and FadD28 FP inh -2.0.

The last 4 records of the part before lead into the next:
COc1ccc(N2C(=O)/C(=C\c3ccco3)N=C2SCC(=O)N(C(C)C)C(C)C)cc1Cl was read as Mtb FBA inh 1, Y pestis TopoI 11, BioA inh -1.9, PfHsp40 rescue -0.8, Vc quorum ag -0.4, FadD28 FP inh -4.9, UGM FP inh -0.1 and GDH-TPI inh -3.
For O=Cc1c[nH]c2ccc(OCc3ccccc3)cc12 the results were Mtb FBA inh -2, Y pestis TopoI 2, BioA inh -0.1, TcdB GH inh 1.7, PfHsp40 rescue -1.8, Vc quorum ag -2.3, FadD28 FP inh -0.2, UGM FP inh 0.5 and GDH-TPI inh 1.
Screening Cc1cccc(NC(=O)CNC(=O)C(NC(=O)Cc2ccccc2)C(C)C)c1C (configuration not stated) returned Mtb FBA inh 2, Y pestis TopoI -5, BioA inh -1.0, TcdB GH inh 1.7, PfHsp40 rescue -1.8, Vc quorum ag -0.3, FadD28 FP inh 1.9, UGM FP inh -2.2 and GDH-TPI inh -7.
CCC(c1nnnn1-c1ccc2c(c1)OCCO2)N1CCC2(CC1)C(=O)NCN2c1ccccc1 (configuration not stated) was read as Mtb FBA inh -3, BioA inh 1.8, TcdB GH inh 0.7 and FadD28 FP inh -2.0.
`CCOC(=O)Cn1c(O)c(N=NC(=O)CNC(=O)Cc2ccccc2)c2ccccc21` gave Mtb FBA inh -1, Y pestis TopoI 0, BioA inh -3.5, TcdB GH inh -0.3, PfHsp40 rescue 0.2, Vc quorum ag -0.2, FadD28 FP inh 0.5, UGM FP inh 2.4 and GDH-TPI inh 29.
`ON(CCc1ccccn1)Cc1ccccc1` gave Mtb FBA inh 1, Y pestis TopoI 6, BioA inh -0.3, TcdB GH inh -0.2, PfHsp40 rescue -1.3, Vc quorum ag inactive, FadD28 FP inh -1.4 and GDH-TPI inh -2.
`COc1ccc(NC(=O)CSc2nnc(Cc3cccn3C)n2CCc2ccccc2)cc1OC` gave Mtb FBA inh 1, Y pestis TopoI 29, BioA inh 1.8, PfHsp40 rescue -0.6, Vc quorum ag -0.4, FadD28 FP inh 0.2, UGM FP inh -1.7 and GDH-TPI inh 17.
Screening CCOC(=O)CCNC(=O)N1CCCC(C(=O)c2cc(C)c(OC)c(C)c2)C1 (configuration not stated) returned Mtb FBA inh -1, Y pestis TopoI 2, BioA inh -0.4, TcdB GH inh 1.8, PfHsp40 rescue 0.2, Vc quorum ag inactive, FadD28 FP inh -2.3, UGM FP inh -0.9 and GDH-TPI inh 2.
CCOC(=O)C1(CCc2ccccc2)CCN(Cc2cc(OC)c(OC)cc2OC)CC1 was read as Mtb FBA inh 2, Y pestis TopoI 28, BioA inh 0.2, TcdB GH inh 1.4, PfHsp40 rescue 0.4, Vc quorum ag 0.2, FadD28 FP inh -5.1, UGM FP inh 0.5 and GDH-TPI inh -10.
`CCOc1ccc(CN2CCC(=O)NC2=O)cc1` gave Mtb FBA inh -1, Y pestis TopoI 2, BioA inh 0.5, PfHsp40 rescue 1.2, Vc quorum ag inactive, FadD28 FP inh -2.6, UGM FP inh -1.9 and GDH-TPI inh -13.
Screening COc1cccc(C=Nc2ccccc2C(=O)Nc2ccccc2)c1O returned Mtb FBA inh 30*, Y pestis TopoI 2, BioA inh 0.7, TcdB GH inh -0.1, PfHsp40 rescue 0.8, Vc quorum ag -0.4, FadD28 FP inh -2.6, UGM FP inh 0.0 and GDH-TPI inh 3.
`CN(C)c1cccc(NC(=O)C2Cc3c(-c4ccc(Cl)cc4)ccnc3O2)c1` (configuration not stated) gave Mtb FBA inh 0, Y pestis TopoI 6, BioA inh -2.0, TcdB GH inh 0.4, Vc quorum ag -0.5, FadD28 FP inh 0.4 and GDH-TPI inh 21.
For O=C(NCCCN1CCOCC1)c1ccc(Cl)cc1[N+](=O)[O-] the results were Mtb FBA inh 3, Y pestis TopoI 2, TcdB GH inh 1.0, PfHsp40 rescue -0.9, Vc quorum ag inactive, FadD28 FP inh -1.2, UGM FP inh -2.0 and GDH-TPI inh 4.
Screening CCOC(=O)c1sc2nc(CSc3ccccc3Cl)[nH]c(=O)c2c1C returned Mtb FBA inh 0, Y pestis TopoI 0, TcdB GH inh 1.9, PfHsp40 rescue 0.6, Vc quorum ag inactive, FadD28 FP inh -3.1, UGM FP inh 2.1 and GDH-TPI inh -1.
Screening CCN(CC)C(=O)c1nn(-c2ccccc2)c2c1C1CCC2(C)C1(C)C (configuration not stated) returned Mtb FBA inh -1, Y pestis TopoI 22, BioA inh -0.7, TcdB GH inh 0.2, PfHsp40 rescue -0.8, Vc quorum ag -4.2, FadD28 FP inh -2.9, UGM FP inh -0.8 and GDH-TPI inh -3.
CC(NC(=O)c1cnc2n(c1=O)CCS2)c1ccccc1 (configuration not stated) was read as Mtb FBA inh 4, Y pestis TopoI -1, BioA inh 1.3, PfHsp40 rescue -0.5, Vc quorum ag 0.8, FadD28 FP inh -0.2, UGM FP inh -0.9 and GDH-TPI inh 12.
CCOC(=O)c1c(CN2CCN(C)CC2)n(-c2ccccc2)c2cc(Br)c(O)cc12 was read as Mtb FBA inh 1, Y pestis TopoI 6, TcdB GH inh 2.0, PfHsp40 rescue 1.1, Vc quorum ag -0.5, FadD28 FP inh -3.1, UGM FP inh -0.4 and GDH-TPI inh -4.
For COc1ccccc1Nc1nc(NCc2ccco2)c2ccccc2n1 the results were Mtb FBA inh 5, Y pestis TopoI -13, BioA inh 8.5, TcdB GH inh -2.7, Vc quorum ag -0.5, FadD28 FP inh -15, UGM FP inh -0.2 and GDH-TPI inh -2.
Cn1c(=O)c2c(nc(NCc3ccco3)n2C)n(C)c1=O was read as Mtb FBA inh -1, Y pestis TopoI -3, BioA inh -3.0, PfHsp40 rescue -0.3, Vc quorum ag inactive, FadD28 FP inh -0.5, UGM FP inh -0.6 and GDH-TPI inh -2.
Screening CCN(CC)S(=O)(=O)c1ccc(C(=O)Nc2ccc(Cc3ccncc3)cc2)cc1 returned Mtb FBA inh 0, Y pestis TopoI 27, TcdB GH inh 0.9, PfHsp40 rescue 0.3, Vc quorum ag -0.3, FadD28 FP inh -1.0, UGM FP inh 1.7 and GDH-TPI inh -3.

Hits appear at their usual frequency. Share with any hit: about 4.6%.
